High-throughput results (PubChem)
MITF TRPM1 HTS = activators of MITF-driven TRPM1 promoter activity in SK-MEL-5 cells | SK-MEL-5 TRPM1-promoter luciferase, 24 h; % of positive control, neutral wells = 0 | activation, % at 12.5 µM | 300,000 compounds, 0.75% hits | AID 588334;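 active = mean activation of at least 80% with every replicate also reaching 80%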;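 note: 0% = neutral control wells and 100% = parthenolide positive control wells; values of inactives mirror those of a sister screen read the other way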
dFosB activator = mouse delta FosB homodimer activation; purified delta FosB, TAMRA-CDK5 oligo fluorescence polarization; percent of positive-control signal above neutral wells; activation, % at 25 µM; 340,000 compounds, 0.99% hits;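 active = mean activation above about 17%, with every replicate also reaching it, limit read from the data, passing the limit was not always enough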;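 note: fluorescence polarization rise as delta FosB binds a TAMRA Cdk5 AP-1 oligo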
SR-BI uptake up = SR-BI HDL lipid transfer activation; CHO ldlA[mSR-BI] cells, DiI-HDL uptake fluorescence, 3 h; 100 = double the neutral-control signal; activation, % at 12.5 µM; 320,000 compounds, 0.096% hits; AID 504775;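 active = mean replicate activation of at least 60% and every replicate at or above 60%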;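 note: 0% = median plate neutral-control signal and 100% = twice that signal; values of inactives mirror those of a sister screen read the other way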
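Assay system: LDL receptor-deficient CHO ldlA cells overexpressing murine SR-BI / Medium: BSA-supplemented, HEPES-buffered Ham's F12, pH 7.4 / Probe or stimulus: DiI-labelled HDL at 10 µg/mL final / Timing: compound with DiI-HDL co-incubation, 3 h at 37 °C / Technique: bottom-read cell fluorescence after medium removal, ex 550/em 595 nm / Measure: HDL uptake via cellular fluorescence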
SR-BI DiI inh = mouse SR-BI HDL lipid transfer inhibition; ldlA[mSR-BI] CHO cells, DiI-HDL uptake fluorescence, 3 h; 320,000 compounds, 0.96% hits; AID 488896; inhibition, % at 12.5 µM;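 active = mean replicate inhibition of at least 70% and a set share of replicates each scoring 70 or more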;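 note: 0% = median of neutral control wells and 100% = median of positive control wells; values of inactives mirror those of a sister screen read the other way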
Target sequence (Q61009 whole entry, looked up): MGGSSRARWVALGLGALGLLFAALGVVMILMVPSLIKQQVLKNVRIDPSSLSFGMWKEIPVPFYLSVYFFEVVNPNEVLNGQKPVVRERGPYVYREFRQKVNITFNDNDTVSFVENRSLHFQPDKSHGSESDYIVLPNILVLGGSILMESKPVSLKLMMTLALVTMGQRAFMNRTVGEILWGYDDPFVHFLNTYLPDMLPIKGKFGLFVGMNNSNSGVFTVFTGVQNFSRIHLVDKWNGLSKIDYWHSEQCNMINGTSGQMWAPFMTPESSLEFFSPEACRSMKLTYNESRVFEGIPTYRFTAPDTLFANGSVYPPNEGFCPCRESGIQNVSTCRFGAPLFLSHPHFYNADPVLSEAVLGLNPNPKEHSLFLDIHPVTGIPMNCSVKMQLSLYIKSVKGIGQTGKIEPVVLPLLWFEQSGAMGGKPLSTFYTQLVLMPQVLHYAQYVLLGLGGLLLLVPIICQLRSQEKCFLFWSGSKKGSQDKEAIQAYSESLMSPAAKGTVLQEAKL
Rtt109 HAT inh = C. albicans Rtt109 histone acetyltransferase inhibition. Q5AAJ8. purified Rtt109/Vps75, ThioGlo CoA-SH fluorescence, 4 h. inhibition, % at 34.9 µM. 330,000 compounds, 0.16% hits. AID 540336;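 active = inhibition of at least 50% in every replicate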
Target sequence (Q5AAJ8 whole entry, looked up): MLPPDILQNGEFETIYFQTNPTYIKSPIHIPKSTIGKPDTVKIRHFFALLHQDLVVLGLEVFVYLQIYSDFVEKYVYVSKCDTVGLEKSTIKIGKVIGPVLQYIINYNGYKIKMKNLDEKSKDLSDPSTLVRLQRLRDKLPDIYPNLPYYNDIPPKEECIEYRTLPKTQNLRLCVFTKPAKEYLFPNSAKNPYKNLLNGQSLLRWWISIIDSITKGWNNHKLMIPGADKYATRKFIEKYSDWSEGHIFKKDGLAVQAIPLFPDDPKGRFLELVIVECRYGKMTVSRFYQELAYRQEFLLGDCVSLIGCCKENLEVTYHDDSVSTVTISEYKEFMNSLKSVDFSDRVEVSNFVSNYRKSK
PvdQ inh = P. aeruginosa PvdQ acylase inhibition; purified PvdQ acylase, fluorescence plate reader; inhibition, % at 10 µM; 340,000 compounds, 0.063% hits; AID 488965; in the data active = inhibition above about 30%, passing the limit was not always enough;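 note: 0% = vehicle neutral wells and 100% = reference inhibitor wells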
PfHsp90 set2 = reduces growth (ATP signal) of yeast expressing P. falciparum Hsp90. S. cerevisiae expressing PfHsp90, BacTiter-Glo ATP, 48 h; yeast lacking PDR1 and PDR3 efflux regulators. inhibition, % at 9.4 µM. 310,000 compounds, 0.32% hits;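 active = every replicate shows inhibition above about 80%, whatever the replicate mean, limit read from the data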;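 note: 0% = DMSO neutral controls and 100% = 20 µM radicicol positive controls; yeast relying on Plasmodium falciparum Hsp90 in place of its own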
CAL PDZ FP-1 = blocks peptide binding to the human CAL PDZ domain; purified CAL PDZ, TMR-peptide fluorescence polarization, 1 h; AID 602252; Q9HD26; 300,000 compounds, 0.92% hits; inhibition, % at 24.9 µM;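 active = mean inhibition of at least 30% with at least half of replicates also reaching 30%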;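 note: 0% = DMSO neutral control and 100% = excess unlabeled competitor peptide PRC23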
CAL PDZ FP-2 = human CAL PDZ-peptide interaction inhibition; purified CAL PDZ, TMR-peptide fluorescence polarization, 1 h; inhibition, % at 20 µM; AID 504414; 330,000 compounds, 0.02% hits;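 active = highest replicate inhibition of at least 40%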;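 note: plate controls were DMSO neutral control wells for no effect and unlabeled competitor peptide control wells for full effect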
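material = purified tagged CAL PDZ domain construct (CerCALP) | buffer or medium = sodium phosphate/NaCl buffer pH 7.4 with TCEP, IgG, Thesit | reagent = TMR-labelled reporter peptide T*-PRC34 bound in PDZ groove | incubation = 1 h room-temperature incubation prior to read | measured by = fluorescence polarization (mP) | evaluation = percent inhibition from loss of millipolarization | control set = unlabelled peptide and DMSO controls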
NSD2 inh = inhibitors of human histone methyltransferase NSD2; O96028; NSD2 peptide methylation, AlphaScreen, 120 min; inhibition, % at 12.5 µM; 310,000 compounds, 0.54% hits; AID 743445; in the data active = inhibition above about 50%
Starred values were filed as active, the others as inactive.

For O=c1c2c(-c3ccc([N+](=O)[O-])cc3)ccnc2[nH]n1-c1ccccc1 the results were MITF TRPM1 HTS 2, dFosB activator 1, SR-BI uptake up -1, SR-BI DiI inh 1, Rtt109 HAT inh 0, PvdQ inh -5, PfHsp90 set2 -17, CAL PDZ FP-1 0 and NSD2 inh -5.
`COc1ccc(OC)c(C2C(C#N)=C(N)Oc3c2c(C)nn3-c2ccc(C)cc2)c1` (configuration not stated) gave MITF TRPM1 HTS -10, dFosB activator -3, SR-BI uptake up 49, SR-BI DiI inh -49, Rtt109 HAT inh 10, PvdQ inh 1, PfHsp90 set2 1, CAL PDZ FP-1 0, CAL PDZ FP-2 -0.1 and NSD2 inh 1.
Screening O=C(Nc1ccccc1)N1CCCc2ccccc21 returned MITF TRPM1 HTS -3, dFosB activator 2, SR-BI uptake up -3, SR-BI DiI inh 3, Rtt109 HAT inh 5, PvdQ inh -13, PfHsp90 set2 5, CAL PDZ FP-1 -1 and NSD2 inh 0.
`CCOc1ccc2[nH]c(=O)c(CN(CC3COCCO3)C(=O)C3CC3)cc2c1` (configuration not stated) gave MITF TRPM1 HTS -5, dFosB activator 2, SR-BI uptake up 22, SR-BI DiI inh -22, Rtt109 HAT inh -3, PvdQ inh -8, PfHsp90 set2 -8, CAL PDZ FP-1 -3 and CAL PDZ FP-2 -3.2.
Screening CC(NC(=O)Cn1cccc1C(=O)c1ccccc1)c1ccc2c(c1)OCCO2 (configuration not stated) returned MITF TRPM1 HTS 5, dFosB activator -4, SR-BI uptake up 8, SR-BI DiI inh -8, Rtt109 HAT inh -5, PvdQ inh -9, PfHsp90 set2 -2, CAL PDZ FP-2 -1.2 and NSD2 inh 4.
`O=C(O)c1cccc2c1-c1ccc([N+](=O)[O-])cc1C2=O` gave MITF TRPM1 HTS 1, dFosB activator 1, SR-BI uptake up 0, SR-BI DiI inh 0, Rtt109 HAT inh -8, PvdQ inh -10, PfHsp90 set2 -2, CAL PDZ FP-1 -3, CAL PDZ FP-2 0.6 and NSD2 inh 0.
O=C(NCc1cccnc1)[C@@H]1CC=C[C@@H]2CCN(Cc3ccccc3)C(=O)[C@@H]21 was read as MITF TRPM1 HTS 1, dFosB activator 10, SR-BI uptake up 18, SR-BI DiI inh -18, Rtt109 HAT inh -2, PvdQ inh -4, CAL PDZ FP-1 0 and CAL PDZ FP-2 1.4.
O=C(CSc1nnc(-c2ccc(O)cc2)o1)N1CCOCC1 was read as dFosB activator -11, SR-BI uptake up 15, SR-BI DiI inh -15, Rtt109 HAT inh -8, PvdQ inh -7, PfHsp90 set2 -11, CAL PDZ FP-1 0, CAL PDZ FP-2 -1.1 and NSD2 inh -1.
Screening COc1ccc(C(=O)NNC(=O)c2ccc3ccccc3n2)cc1 returned MITF TRPM1 HTS -22, dFosB activator -15, SR-BI uptake up 2, SR-BI DiI inh -2, Rtt109 HAT inh -2, PvdQ inh 4, PfHsp90 set2 8, CAL PDZ FP-1 2, CAL PDZ FP-2 0.5 and NSD2 inh 1.
CCC(=O)Nc1cccc(C2=NN(c3ccccc3)C(c3ccc(OC)cc3)C2)c1 (configuration not stated) was read as MITF TRPM1 HTS -11, dFosB activator -16, SR-BI uptake up -70, SR-BI DiI inh 70*, Rtt109 HAT inh -7, PvdQ inh -100, PfHsp90 set2 -42, CAL PDZ FP-1 -2, CAL PDZ FP-2 -0.3 and NSD2 inh -13.
`CN(c1ccccc1)S(=O)(=O)c1ccc(Cl)c(C(=O)OCC(=O)c2c(N)n(C)c(=O)n(C)c2=O)c1` gave dFosB activator 1, SR-BI uptake up -24, SR-BI DiI inh 24, Rtt109 HAT inh -2, PvdQ inh 2, PfHsp90 set2 1, CAL PDZ FP-1 -5, CAL PDZ FP-2 -4.9 and NSD2 inh 1.
Screening N#Cc1cc2cc3c(cc2nc1N1CCOCC1)OCO3 returned dFosB activator 6, SR-BI uptake up 12, SR-BI DiI inh -12, Rtt109 HAT inh -31, PvdQ inh -11, PfHsp90 set2 6, CAL PDZ FP-1 -2, CAL PDZ FP-2 -3.6 and NSD2 inh -1.
COc1ccc(OC)c(C2=NOC(C(=O)NCCN3CCOCC3)C2)c1 (configuration not stated) was read as MITF TRPM1 HTS 1, dFosB activator -3, SR-BI uptake up -5, SR-BI DiI inh 5, Rtt109 HAT inh 1, PvdQ inh 15, PfHsp90 set2 -6, CAL PDZ FP-1 15, CAL PDZ FP-2 -2.2 and NSD2 inh -3.
For O=C(COC(=O)CC1CC2CCC1C2)Nc1ccc(F)cc1Cl (configuration not stated) the results were MITF TRPM1 HTS 8, dFosB activator 1, SR-BI uptake up 24, SR-BI DiI inh -24, Rtt109 HAT inh 1, PvdQ inh -11, PfHsp90 set2 9, CAL PDZ FP-1 3, CAL PDZ FP-2 0.6 and NSD2 inh -8.
For CCC(C)(C)C1CCC2(CC1)NC(=S)N(c1ccccc1)N2 (configuration not stated) the results were MITF TRPM1 HTS 4, dFosB activator -3, SR-BI uptake up 13, SR-BI DiI inh -13, Rtt109 HAT inh 5, PvdQ inh -8, PfHsp90 set2 21, CAL PDZ FP-1 -7, CAL PDZ FP-2 -0.8 and NSD2 inh 0.
`O=C(O/N=C1\CCCc2ccccc21)C1CC1` gave MITF TRPM1 HTS 5, dFosB activator -2, SR-BI uptake up 9, SR-BI DiI inh -9, Rtt109 HAT inh 1, PvdQ inh 3, PfHsp90 set2 13, CAL PDZ FP-1 -3 and CAL PDZ FP-2 0.3.
For CCS(=O)(=O)C1=NSC2=NC(=O)/C(=C\c3ccc(OC(=O)c4ccco4)c(OC)c3)C(=N)N21 the results were MITF TRPM1 HTS -4, dFosB activator -8, SR-BI uptake up 1, SR-BI DiI inh -1, Rtt109 HAT inh 8, PvdQ inh 7, PfHsp90 set2 -7, CAL PDZ FP-1 -11, CAL PDZ FP-2 -4.5 and NSD2 inh 13.
For NC(Cc1c[nH]c2ccccc12)C(=O)Nc1ccccc1 (configuration not stated) the results were MITF TRPM1 HTS 6, dFosB activator -11, SR-BI uptake up 9, SR-BI DiI inh -9, Rtt109 HAT inh 0, PvdQ inh 4, PfHsp90 set2 25, CAL PDZ FP-1 3 and CAL PDZ FP-2 1.1.
`Clc1ccccc1CN1CCC(Cc2ccccc2)CC1` gave MITF TRPM1 HTS -6, dFosB activator -10, SR-BI uptake up 8, SR-BI DiI inh -8, Rtt109 HAT inh 0, PvdQ inh -7, PfHsp90 set2 33, CAL PDZ FP-1 -6, CAL PDZ FP-2 -0.1 and NSD2 inh -2.
Screening CCNC(=O)C/C(C)=N/NC(=O)C(=O)Nc1ccc(CC)cc1 returned MITF TRPM1 HTS 7, dFosB activator -10, SR-BI uptake up 33, SR-BI DiI inh -33, Rtt109 HAT inh 0, PvdQ inh -14, PfHsp90 set2 -5, CAL PDZ FP-1 3, CAL PDZ FP-2 1.3 and NSD2 inh -3.
For Cc1ccc(S(=O)(=O)Oc2ccccc2[N+](=O)[O-])cc1 the results were MITF TRPM1 HTS -2, dFosB activator 7, SR-BI uptake up -9, SR-BI DiI inh 9, Rtt109 HAT inh 7, PvdQ inh -2, CAL PDZ FP-2 -0.3 and NSD2 inh 2.
For O=C(NCc1cccnc1)c1ccc(Cl)c(S(=O)(=O)N2CCOCC2)c1 the results were MITF TRPM1 HTS -1, dFosB activator -8, SR-BI uptake up -7, SR-BI DiI inh 7, Rtt109 HAT inh 0, PvdQ inh 1, PfHsp90 set2 -36, CAL PDZ FP-1 -3, CAL PDZ FP-2 1.0 and NSD2 inh 3.
CC1CN(c2nc(-c3ccccc3)nc3ccccc23)CC(C)O1 (configuration not stated) was read as MITF TRPM1 HTS -2, dFosB activator 0, SR-BI uptake up -40, SR-BI DiI inh 40, Rtt109 HAT inh 7, PvdQ inh 14, PfHsp90 set2 1, CAL PDZ FP-1 -3, CAL PDZ FP-2 -0.9 and NSD2 inh -3.
`Cc1nn(C)c(C)c1NC(=O)c1ccc(Cl)cc1` gave MITF TRPM1 HTS -9, dFosB activator 8, SR-BI uptake up 22, SR-BI DiI inh -22, Rtt109 HAT inh 2, PvdQ inh 2, PfHsp90 set2 -30, CAL PDZ FP-1 -5, CAL PDZ FP-2 -3.4 and NSD2 inh -6.
Cc1cc(=O)oc(C)c1C(=O)N1CCN(C(c2ccccc2)c2ccccc2)CC1 was read as MITF TRPM1 HTS -6, dFosB activator -2, SR-BI uptake up 13, SR-BI DiI inh -13, Rtt109 HAT inh 0, PvdQ inh -11, PfHsp90 set2 -12, CAL PDZ FP-1 -1, CAL PDZ FP-2 0.9 and NSD2 inh 1.
For CCC(C)N(C(=O)CSc1nnnn1-c1ccccc1OC)C1CCS(=O)(=O)C1 (configuration not stated) the results were MITF TRPM1 HTS 1, dFosB activator 4, SR-BI uptake up 1, SR-BI DiI inh -1, Rtt109 HAT inh 4, PvdQ inh -13, CAL PDZ FP-1 -2, CAL PDZ FP-2 0.0 and NSD2 inh 4.
Screening O=C(COC(=O)CCS(=O)(=O)c1ccccc1)Nc1ccc(N2CCCCC2)cc1 returned MITF TRPM1 HTS 17, dFosB activator -3, SR-BI uptake up 1, SR-BI DiI inh -1, Rtt109 HAT inh -1, PvdQ inh -8, PfHsp90 set2 -2, CAL PDZ FP-1 2, CAL PDZ FP-2 -0.9 and NSD2 inh -1.
Screening O=C(CN1C(=O)c2ccccc2C1=O)NCC(=O)OCC(=O)c1ccc(Cl)cc1 returned MITF TRPM1 HTS -4, dFosB activator 16, SR-BI uptake up 11, SR-BI DiI inh -11, Rtt109 HAT inh -2, PvdQ inh 5, PfHsp90 set2 15, CAL PDZ FP-1 1, CAL PDZ FP-2 -3.9 and NSD2 inh 2.
For CCOC(=O)N1CCN(C(=O)CCc2ccc(S(=O)(=O)NCCc3ccccc3)cc2)CC1 the results were MITF TRPM1 HTS -9, dFosB activator -10, SR-BI uptake up -18, SR-BI DiI inh 18, Rtt109 HAT inh 3, PvdQ inh -10, PfHsp90 set2 -15, CAL PDZ FP-1 -3, CAL PDZ FP-2 -0.6 and NSD2 inh 0.
Screening CCCc1c(C(=O)Nc2ccc(C(F)(F)F)cc2)cnn1-c1ccccc1 returned dFosB activator -7, PvdQ inh 1, PfHsp90 set2 -13, CAL PDZ FP-1 0, CAL PDZ FP-2 -0.3 and NSD2 inh -1.
